# Screening data as filed in PubChem.
# STK33 kinase inh – inhibitors of human STK33 kinase; purified STK33, MBP phosphorylation, ADP-Glo luminescence; inhibition, % at 10 µM; hit rate 0.073% among 320,000; AID 2661;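 active means inhibition at or above 25%, using the most active replicate where run in duplicate; inactive means inhibition below 25%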
# OX1R antag-1 – antagonists of human orexin 1 receptor; CHO/OX1R cells, Fluo-8 calcium fluorescence, orexin A; O43613; hit rate 0.43% among 330,000; inhibition, % at 5 µM; AID 434989;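 active means inhibition above its plate's threshold, mean inhibition of all tested compounds on the plate plus 3 SD, cut at about 37% in these data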;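 further: 0% = orexin A challenge wells and 100% = SB-334867-A antagonist wells; not every result past the cut was called active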
# Target sequence (O43613 whole entry, looked up): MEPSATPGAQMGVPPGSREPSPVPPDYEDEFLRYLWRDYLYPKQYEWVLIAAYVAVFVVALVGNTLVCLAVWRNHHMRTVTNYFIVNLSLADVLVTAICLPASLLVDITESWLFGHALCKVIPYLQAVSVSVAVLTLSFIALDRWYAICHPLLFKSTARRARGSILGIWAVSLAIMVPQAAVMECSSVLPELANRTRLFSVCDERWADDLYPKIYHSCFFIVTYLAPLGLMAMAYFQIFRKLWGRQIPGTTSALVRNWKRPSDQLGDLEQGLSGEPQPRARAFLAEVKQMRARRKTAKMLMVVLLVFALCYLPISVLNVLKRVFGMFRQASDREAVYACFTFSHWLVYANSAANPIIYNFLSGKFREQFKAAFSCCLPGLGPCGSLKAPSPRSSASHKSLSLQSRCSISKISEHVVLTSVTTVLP
# OX1R antag-2 – blocks the human orexin 1 receptor | OX1R-expressing cells, FRET antagonist read-out | inhibition, % at 6.6 µM | hit rate 1.8% among 330,000 | AID 485270; in the data active means inhibition mostly above about 38%, no sharp cut-off; inactive means mostly below about 40%;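 further: 0% = agonist challenge alone and 100% = reference antagonist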
# Numbers without * were called inactive; · = not tested or not shown.
SMILES,STK33 kinase inh,OX1R antag-1,OX1R antag-2
CCn1c(SCc2ccc(OC)cc2)nnc1-c1ccncc1,0.0,0,10
COC(=O)C1=CO[C@@H](O[C@@H]2O[C@H](CO)[C@@H](O)[C@H](O)[C@H]2O)C2C1CC(O)O[C@H]2C (stereo not given in full),-1.0,-11,8
O=C(Nc1nc(-c2cccs2)c(C(=O)C(F)(F)F)s1)c1ccco1,0.2,-22,20
COc1cc2cnc(-c3ccccc3)c(-c3ccc([N+](=O)[O-])cc3)c2cc1OC,0.4,-43,14
Cc1ccc(OCC(=O)NCC(=O)Nc2ccc(F)c(F)c2F)c([N+](=O)[O-])n1,-0.2,-11,18
O=C1Nc2ccc(F)cc2C12OCCO2,0.2,0,-1
Cc1ccc(CSc2nnc3nc(C)cc(C)n23)cc1,0.3,-22,19
COc1ccc(C(C)NC(=O)C23CC4CC(CC(C4)C2)C3)cc1 (stereo not given),-1.4,-33,-1
CCOc1ccc(NC(=O)CN(C)C(=O)c2ccc(C)o2)cc1OCC,-1.2,-21,0
COc1cc(Br)c(CC(=O)NNC(=O)c2ccc(F)cc2)cc1OC,-1.8,-24,1
O=C(Cc1cc(=O)[nH]c(=O)[nH]1)NCc1ccccc1,0.0,-5,6
O=C(COC(=O)c1cc(Cl)ccc1O)NNC(=O)c1ccccc1F,-0.3,-4,14
O=C(c1ccc(CS(=O)(=O)Cc2ccccc2)cc1)N1CCCCC1,-1.0,-18,12
NS(=O)(=O)c1ccc2nc(NC(=O)C3CCCO3)sc2c1 (stereo not given),4.5,-1,17
COC(=O)C1=NN(C(=O)c2cccc(Br)c2)C(O)(c2ccc(Cl)cc2)C1 (stereo not given),0.2,-1,50*
COc1ccc(C(=O)NCC(c2ccc3c(c2)OCO3)N2CCN(c3ccc(OC)cc3)CC2)cc1 (stereo not given),-2.0,-25,7
COc1ccc(CNC(=O)CCC(=O)Nc2nnc(CC(C)C)s2)cc1,0.4,-4,0
COc1ccccc1-c1nnc(SCC(=O)NCc2ccco2)n1N,-0.3,-9,23
CCOc1ccccc1NC1=C(Cl)C(=O)N(c2ccccc2)C1=O,-0.8,-22,14
O=C(NCCCN1CCOCC1)c1ccc2c(c1)N(Cc1cccc(F)c1)C(=O)c1ccccc1S2,-1.7,-10,9
CC(C)OC(=O)/C(C#N)=C/c1cn(Cc2ccccc2)c2ccccc12,-1.9,-35,13
Cc1cc(Cl)ccc1OCC(=O)NCCOc1nc(N2CCOCC2)nc(N2CCOCC2)n1,12,-43,27
O=C(Oc1ccccc1C(=S)N1CCOCC1)c1cccc([N+](=O)[O-])c1,-0.5,-22,19
C#CCOCCOCCOCCNc1nc(N2CCN(C(=O)[C@H](C)n3cc(CCCN=C(N)N)nn3)CC2)nc(N2CCN(C(=O)[C@H](Cc3ccc(O)cc3)n3cc(CCO)nn3)CC2)n1,-0.6,4,13
Cc1sc2ncn(CC(=O)NCc3ccccn3)c(=O)c2c1S(=O)(=O)N1CCOCC1,-0.2,-1,13

# Ordered by the number under OX1R antag-1 (lowest first): six of the compounds above
SMILES,STK33 kinase inh,OX1R antag-1,OX1R antag-2
Cc1cc(Cl)ccc1OCC(=O)NCCOc1nc(N2CCOCC2)nc(N2CCOCC2)n1,12,-43,27
COc1ccc(C(=O)NCC(c2ccc3c(c2)OCO3)N2CCN(c3ccc(OC)cc3)CC2)cc1 (stereo not given),-2.0,-25,7
COc1cc(Br)c(CC(=O)NNC(=O)c2ccc(F)cc2)cc1OC,-1.8,-24,1
Cc1ccc(CSc2nnc3nc(C)cc(C)n23)cc1,0.3,-22,19
O=C(COC(=O)c1cc(Cl)ccc1O)NNC(=O)c1ccccc1F,-0.3,-4,14
COC(=O)C1=NN(C(=O)c2cccc(Br)c2)C(O)(c2ccc(Cl)cc2)C1 (stereo not given),0.2,-1,50*

# Entries of single compounds, quoted from the list. Order of screens: STK33 kinase inh, OX1R antag-1, OX1R antag-2
# CC(C)OC(=O)/C(C#N)=C/c1cn(Cc2ccccc2)c2ccccc12 in the list: -1.9, -35, 13
# Cc1sc2ncn(CC(=O)NCc3ccccn3)c(=O)c2c1S(=O)(=O)N1CCOCC1 in the list: -0.2, -1, 13
# Cc1cc(Cl)ccc1OCC(=O)NCCOc1nc(N2CCOCC2)nc(N2CCOCC2)n1 in the list: 12, -43, 27
# O=C(Cc1cc(=O)[nH]c(=O)[nH]1)NCc1ccccc1 in the list: 0.0, -5, 6

# Following part:
SMILES,STK33 kinase inh,OX1R antag-1,OX1R antag-2
COc1cc(/C=C/c2ccc3c([N+](=O)[O-])cccc3n2)ccc1OCC(=O)O,1.7,-9,18
CC(C)CC(=O)NC(=S)Nc1ccccc1C(=O)Nc1ccccc1,0.1,-6,6
COc1ccc(C(CC(=O)Nc2ncccc2C)N2Cc3ccccc3C2=O)cc1OC (stereo not given),-0.8,10,4
O=C(CCCn1c(=O)c2ccccc2n(CC(=O)N2CCN(c3ccccc3)CC2)c1=O)NCc1ccco1,-0.2,-31,15
COc1ccccc1NC(=S)NCC1CCCO1 (stereo not given),-0.2,-14,0
CS(=O)(=O)N(CC(=O)NCCSCc1ccccc1)c1ccc2c(c1)OCO2,0.4,6,24
COc1ccc(C)cc1NCc1ccc([N+](=O)[O-])cc1,-1.9,-1,12
CCCCOc1ccc(C(=O)NCCCC(=O)N2CCCCC2)cc1,-1.3,-22,9
Cc1ccc(C)c(OCc2cc(C(=O)NC(C)c3cnn(C)c3)no2)c1 (stereo not given),0.4,-15,14
CC(C)NS(=O)(=O)c1ccc(OCC(N)=O)c(Cl)c1,-3.4,-6,14
Cc1cc(NCCNC2=CC(=O)CCC2)nc2ccccc12,-0.2,-20,12
Cc1ccc(OCc2nc(C#N)c(NCc3ccc4c(c3)OCO4)o2)cc1,-0.4,-15,40
CCCn1c(N)c(N(CCOC)C(=O)CSc2cc(C)c3cccc(C)c3n2)c(=O)[nH]c1=O,0.1,-9,-1
CCC(=O)NC(C)c1nc2ccccc2n1C (stereo not given),-1.5,-2,13
C=CCc1c(C)nc2c(C(=O)O)cnn2c1C,-0.8,15,8
Cc1cc(N)n2nc(-c3ccccc3)c(-c3ccccc3)c2n1,-1.9,-9,7
CSc1cccc(NS(=O)(=O)c2cccs2)c1,-1.1,-5,12
COc1ccc(S(=O)(=O)N2CCN(c3nc(C)cc(C)n3)CC2)cc1,-0.7,-15,-4
COc1ccccc1CCC(=O)OCC(=O)Nc1cccc(S(=O)(=O)N2CCOCC2)c1,-1.4,-5,16
CC(c1nnc(SCC(=O)N(C)C2CCS(=O)(=O)C2)n1-c1ccccc1)N(C)C (stereo not given),0.0,14,-4
Cc1ccc(C)c(S(=O)(=O)N2CCCOC2CNC(=O)C(=O)NCc2ccccn2)c1 (stereo not given),-0.2,-6,-4
CCOc1ccc(C(C(=O)NC2CCCC2)N(C(=O)c2snc(C(N)=O)c2N)C2CCCC2)cc1 (stereo not given),-0.3,-26,30
Cc1ccccc1NC(=O)c1nc2nccc(C)n2n1,16,-17,1
O=C(CSc1ccccn1)N/N=C/c1cc([N+](=O)[O-])ccc1O,0.3,-24,18
O=C(/C=C/NNC(=O)c1ccccc1)c1ccc([N+](=O)[O-])cc1,-1.8,5,25

# Some of the entries above in a different format:
SMILES | STK33 kinase inh | OX1R antag-1 | OX1R antag-2
Cc1ccccc1NC(=O)c1nc2nccc(C)n2n1 | 16 | -17 | 1
O=C(CSc1ccccn1)N/N=C/c1cc([N+](=O)[O-])ccc1O | 0.3 | -24 | 18
O=C(/C=C/NNC(=O)c1ccccc1)c1ccc([N+](=O)[O-])cc1 | -1.8 | 5 | 25

# The main list resumes; the 2 compounds before the break are reprinted first.
SMILES,STK33 kinase inh,OX1R antag-1,OX1R antag-2
O=C(CSc1ccccn1)N/N=C/c1cc([N+](=O)[O-])ccc1O,0.3,-24,18
O=C(/C=C/NNC(=O)c1ccccc1)c1ccc([N+](=O)[O-])cc1,-1.8,5,25
COc1cc2nc(Nc3ccc(F)cc3)nc(N)c2cc1OC,1.9,-21,1
COc1cc(NC(=S)N2CCN(C)CC2)c(OC)cc1Cl,-2.5,-5,7
Cc1ccc(S(=O)(=O)NC(=NC2CCCCC2)c2ccc(F)cc2)cc1,-1.2,-11,4
Cc1nc2ncnn2c(C)c1CCC(=O)N1CC(C)CC(C)C1 (stereo not given),0.0,-5,8
CC1=NNC(=O)C1CCC(=O)N/N=C/c1ccc(Cl)cc1Cl (stereo not given),1.1,4,5
O=C(Cn1nc(Cc2ccncc2)c2ccccc2c1=O)Nc1cccnc1Cl,-0.6,-7,8
O=C(COC(=O)c1cc([N+](=O)[O-])ccc1Cl)NCCc1ccccc1,0.5,-18,17
O=C(Nc1ccccc1)C1=C[C@@H](c2csc3ccccc23)C[C@@H](OCc2ccc(CO)cc2)O1,-0.6,-37,23
Nc1c(S(=O)(=O)c2cccs2)c2nc3ccccc3nc2n1CCc1ccccc1,-0.5,-1,16
Cc1ccc(-c2nc3ccccn3c2C=O)cc1,-0.8,-37,14
CSCCC(NC(=O)c1ccccc1)C(=O)N1CCN(C(c2ccccc2)c2ccccc2)CC1 (stereo not given),0.1,-23,15
Cc1cccc(C(=O)OCC(=O)NC2CCCCCCC2)c1,-1.5,-11,18
Cc1cccc(C2=NN(c3ccccc3)[C@H](CO)[C@H]2c2ccccc2)c1,·,-5,5
CCOc1ccccc1NC(=O)CSc1nnc(CNC(=O)c2cc(OC)c(OC)c(OC)c2)o1,-1.3,-1,33
Cc1ccc(NC(=O)c2ccc(-n3cccn3)nc2)cc1,-0.7,-9,14
COc1cccc(/C=C/C(=O)c2c(O)cc(C)oc2=O)c1O,0.3,-13,19
CC(C)(C)c1ccc(C(=O)NCc2cccnc2)cc1,-2.2,-9,14
CCOc1cc(/C=C2/C(=N)N3C(=NC2=O)SN=C3S(C)(=O)=O)ccc1OS(=O)(=O)c1ccccc1,7.6,-3,10
Cc1sc2nc(SCc3nc4ccccc4[nH]3)n(Cc3ccco3)c(=O)c2c1C,-0.6,-15,27
O=C(CCCCCn1c(=S)[nH]c2ccc(N3CCOCC3)cc2c1=O)NCc1ccccc1,-0.6,-15,13
COc1ccc(OCC(=O)Nc2ccc(N3CCN(C(=O)c4ccccc4)CC3)c(Cl)c2)cc1,-1.3,18,23
CCCc1nnc(NC(=O)CCC(=O)N2CCN(Cc3ccccc3)CC2)s1,0.6,-35,-2
Cc1ccccc1CSCc1nc(N)nc(Nc2ccccc2C)n1,0.3,-19,30
CC(NC(=O)c1ccco1)C(=O)OCC(=O)c1ccc(Cl)s1 (stereo not given),-1.3,-11,19
Cc1nn(-c2cc(C(F)(F)F)ccc2Cl)c2nc(C(F)(F)F)[nH]c(=O)c12,-0.2,-10,17
C=C(C)CN(CC)C(=O)CSc1ccc(S(=O)(=O)N2CCN(Cc3ccccc3)CC2)cn1,3.2,-6,9
COc1ccc(C(=O)n2nc(-c3ccc(OC)cc3)nc2N)cc1,0.2,-23,17
CCOC(=O)c1oc2ccccc2c1CSc1nnnn1-c1ccc(OC)cc1,-1.8,-13,14
O=C(COc1ccc(Cl)cc1)Nc1ccc(C(=O)NCc2cccnc2)cc1,2.2,1,13
CCCc1c(NC(=O)Nc2ccc(Cl)cc2Cl)cnn1-c1ccccc1,-1.8,-14,34
